# High-throughput results (PubChem)
# Giardia FBPA inh: qHTS Assay for Inhibitors of Fructose-1,6-bisphosphate Aldolase from Giardia Lamblia | A8B2U2 | purified Giardia FBPA | Potency, µM (series often up to 59.6 µM), without a hit: at the highest dose activity, negative = inhibition, actives largely listed as inhibitors | actives 0.71% (n = 290,000) | AID 2451, 2010; further: potency means the concentration at half of the fitted maximal effect; on the % scale 0 is the no-effect control and ±100 the full control effect; nearly all actives have a fitted effect of over 55% in size
# Target sequence (A8B2U2 whole entry, looked up): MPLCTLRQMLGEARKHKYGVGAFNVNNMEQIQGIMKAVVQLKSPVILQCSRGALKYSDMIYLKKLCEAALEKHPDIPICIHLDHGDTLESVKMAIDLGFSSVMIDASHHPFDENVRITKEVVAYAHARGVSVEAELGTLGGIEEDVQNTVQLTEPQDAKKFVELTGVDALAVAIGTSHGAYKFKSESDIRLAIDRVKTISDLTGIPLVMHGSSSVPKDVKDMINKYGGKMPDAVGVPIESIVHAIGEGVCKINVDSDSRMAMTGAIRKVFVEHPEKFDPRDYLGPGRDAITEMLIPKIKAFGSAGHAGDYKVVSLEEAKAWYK
#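 Giardia FBPA (40 nM reagent) was preincubated 10 min at RT with compound (up to 57.5 uM final), then substrate plus GAPDH/TPI/NAD/arsenate coupling system with diaphorase/resazurin was added; resorufin fluorescence (525/598 nm) was read after 20 min.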
# AMA1-RON2 inh: qHTS for Inhibitors of AMA1-RON; Towards Development of Antimalarial Drug Lead: Primary Screen; actives 0.2% (n = 360,000); Plasmodium falciparum AMA1 (3D7) - RON2 peptide interaction; Potency, µM (highest dose often 58.2 µM), for the others: at the top dose activity change, negative = inhibition, usual class: inhibitors; AlphaScreen AMA1-biotinylated RON2 peptide binding;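 further: potency means the concentration at half of the fitted maximal effect; 0% = vehicle wells and -100% = peptide control; nearly all actives have a fitted effect of over 45% in size; some results filed as inactive show a strong effect at the top dose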
#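 AMA1 (3D7) with his tag at 25 nM final met compounds first, then biotinylated RON2 peptide at 25 nM; detection used donor plus acceptor beads, 10 µg/mL apiece, read by AlphaScreen after 30 min at room temperature.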
# Shiga inhibitor: A qHTS for Small Molecule Inhibitors of Shiga Toxin. Vero cells, Shiga toxin protein synthesis inhibition reporter. inhibition, % at 38.7 µM. actives 9.2% (n = 290,000); in the data active means inhibition mostly above about 28%, no sharp cut-off; inactive means mostly below about 43%; further: 0% is about no effect
# CHX counter: Cycloheximide Counterscreen for Small Molecule Inhibitors of Shiga Toxin; max response, %; actives 12% (n = 300,000); cell reporter, cycloheximide protein synthesis inhibition counterscreen; AID 2314, 2010; in the data active means max response mostly above about 13%, no sharp cut-off; inactive means mostly below about 14%; further: read at 38.3 µM for the half of the compounds with a filed dose; 0% is about no effect
# HCMV inh: qHTS Assay for inhibitors of the human cytomegalovirus (HCMV); activity change, negative = inhibition, % at 57.5 µM; HFF cells, HCMV-luciferase reporter, 72 h; stronger effect = lower value; actives 4.5% (n = 410,000); in the data active means activity change below about -60%; inconclusive means no clear call, values can overlap the other calls; inactive means above about -39%; further: on the % scale 0 is the no-effect control and ±100 the full control effect
#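 After 16 h attachment at 37C, HFF cells received test compound and HCMV-luciferase (1 PFU/cell); reporter luminescence read 72 h later, data normalized against buffer-only and known inhibitor Salinomycin.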
# AmpC detergent: qHTS Inhibitors of AmpC Beta-Lactamase (assay with detergent) | P00811 | AmpC hydrolysis of nitrocefin, absorbance 480 nm, 0.01% Triton | Potency, µM (top dose mostly 114 µM), for inactives: at the top dose activity change, negative = inhibition, actives largely listed as inhibitors | actives 0.041% (n = 370,000) | AID 485294, 2010;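 further: potency means the concentration at half of the fitted maximal effect; 0% = no-compound wells and -100% = no-enzyme wells; nearly all actives have a fitted effect of over 25% in size; some results filed as inactive show a strong effect at the top dose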
# Target sequence (P00811 whole entry, looked up): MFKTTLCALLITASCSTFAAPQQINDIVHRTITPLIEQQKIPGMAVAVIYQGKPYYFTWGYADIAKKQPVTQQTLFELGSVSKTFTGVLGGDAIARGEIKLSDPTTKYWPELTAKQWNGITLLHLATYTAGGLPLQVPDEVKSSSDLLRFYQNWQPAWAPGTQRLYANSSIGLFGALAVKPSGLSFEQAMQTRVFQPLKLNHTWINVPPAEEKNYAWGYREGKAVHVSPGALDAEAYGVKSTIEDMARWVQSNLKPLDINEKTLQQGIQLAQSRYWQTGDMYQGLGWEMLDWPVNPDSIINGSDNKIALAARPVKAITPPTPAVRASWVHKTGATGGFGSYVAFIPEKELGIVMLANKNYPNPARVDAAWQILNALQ
#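 AmpC (5.3 nM in the dispensed reagent) in 20 mM phosphate pH 7.0 with 0.01% (detergent screen) or 0.0001% Triton X-100 was preincubated with compounds for 15 min at room temperature. Nitrocefin was then added from an 800 uM solution, and hydrolysis was followed at 480 nm.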
# AmpC no deterg: qHTS Inhibitors of AmpC Beta-Lactamase (assay without detergent); P00811; Potency, µM (titrated, usually from 57.1 µM), for the others: top-dose activity change, negative = inhibition, most hits filed as inhibitors; AmpC nitrocefin hydrolysis, absorbance 480 nm, 0.0001% Triton; actives 0.52% (n = 330,000);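 further: potency means the concentration at half of the fitted maximal effect; plate controls were no compound for no effect and no enzyme for full effect; nearly all actives have a fitted effect of over 20% in size; some results filed as inactive show a strong effect at the top dose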
#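 20 mM phosphate pH 7.0 + 0.01% (detergent screen) or 0.0001% Triton X-100; 5.3 nM AmpC reagent; cpd preinc 15 min RT; nitrocefin (800 uM stock) to start; A480 q20 s × 4 min; Activity was normalised to no-enzyme and no-compound control wells.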
# * marks the source's active call; other numbers are inactive results; ? = inconclusive; . = no result given; & = joins results of further samples; [ ] = another dose, or the depositor's remark. Unless noted, the call rests on the fitted dose curve; in most records, active means well fitted curve in the direction sought with a large enough effect; inconclusive means small, poorly fitted or top-dose-only effect, or another doubt; inactive means no such curve, though single readings can be large; an effect the other way counts as inactive or inconclusive.
SMILES,Giardia FBPA inh,AMA1-RON2 inh,Shiga inhibitor,CHX counter,HCMV inh,AmpC detergent,AmpC no deterg
CC1Cc2ccccc2N1C(=S)NC(=O)c1ccco1 (stereo not drawn),?,24%,23,6,25,-16%,-22%
O=C(Cn1nnc2ccccc2c1=O)NCc1ccco1,-6%,3%,-4,-3,4,-10%,-16%
Cc1[nH]c(SCC(=O)Nc2cc(S(C)(=O)=O)ccc2Cl)nc1Cc1ccccc1,.,-11%,.,.,-18,3%,-10%
Cc1cn2c(N)c(C=C3C=C(Cl)C(=O)C(Cl)=C3)c(=O)nc2s1,-9%,42%[activator],4,1,112,27%,-27%
CC(=O)c1cccc(NC(=O)C(CC(C)C)NC(=O)C2CCCCC2)c1 (stereo not drawn),-3%,2%,12,-1,-33,4%,0%
COc1ccc(C(=O)Nc2sc(C(=O)N(C)C)c(C)c2C#N)cc1[N+](=O)[O-],-2%,6%,12,-2,-28,-9%,-32%
COc1ccc(CNCCc2c[nH]c3ccccc23)c(OC)c1C,?,?,3,-7,19,6%,13%
COc1cccc(NC(=O)CN(C)CC(=O)Nc2ccccc2-c2ccccc2)c1,?,-1%,-8,-2,-3,?,-6%[11.4 µM]
CCOc1ccccc1NC(=S)N1CCN(c2ccc(O)cc2)CC1,-5%,22%,13,-4,?,0%,-21%
O=C(CCN1CCOCC1)Nc1ccc2c(c1)N(C(=O)CN1CCOCC1)c1ccccc1CC2,?,-1%,-4,-2,1,?,135%[activator]
CC1(C)CC(=O)C(C=NCC2CCN(C(=S)Nc3cccc(Cl)c3)CC2)=C(O)C1,4%,5%,-10,2,?,2%,30%
O=C(CCC1CCCC1)NCCS(=O)(=O)N1CCN(c2ccc(F)cc2)CC1,.,1%,.,.,-6,?,16%
O=C(CSc1n[nH]c(-c2cccnc2)n1)Nc1ccc([N+](=O)[O-])cc1,?,-10%,-8,-7,11,7%,-37%
Cc1ccc(C(C)C)c(OCC(=O)Nc2ccc3c(c2)nc(CCN2CCCCC2)n3C)c1,-12%,-20%,-21,-13,-81*,?,172%[activator]
CCOC(=O)C(O)(CC(=O)Nc1ccc(Cl)cc1Cl)C(F)(F)F (stereo not drawn),0%,1%,-4,-1,1,-2%,-17%
CCCCOC(=O)c1ccc(NC(=O)c2nn(C)cc2Br)cc1,-4%,-19%,79*,30*,28,?,58%
CC(C)C(=O)Nc1ccc(C(=O)NNC(=O)c2ccco2)cc1,12%,3%,26,-3,19,-9%,2%
O=C(CN1CCN(Cc2cccc3ccccc23)CC1)NCCc1ccccc1,-1%,-17%,1,5,-32,1%,174%[activator]
O=C(Cn1ncc2c1-c1ccccc1OC2)N1CCN(Cc2ccccc2)CC1,2%,-27%,-2,-1,0,1%,109%[activator]
Cc1nn(-c2ccccc2)cc1/C=N/NS(=O)(=O)c1ccccc1,-1%,-14%,-21,16,10,1%,-3%
COc1cc(NC(=O)c2ccco2)c(OC)cc1NC(=O)CSc1ncc(-c2ccc(F)cc2)[nH]1,1%,13%,18,-1,4,1%,-10%
CCOC(=O)c1sc(SC)c(C(C)=O)c1C,6%,23%,2,1,-37,3%,-14%
Cc1nc(NC(C)c2ccccc2)sc1C(=O)Nc1ccccc1 (stereo not drawn),-9%,-5%,11,5,?,6%,-5%
Cc1noc(C)c1COc1ccc(CC(=O)NCCc2ccccc2)cc1,2%,15%,-6,7,32,2%,4%
O=C(NNC1=NCCC1)c1cccc(S(=O)(=O)N2CCCCC2)c1,14%,101%[activator],3,-2,-11,-1%,-14%
COc1cc(C(=O)NC(=S)Nc2ccc(Cc3ccncc3)cc2)cc(OC)c1OC,-19%,65%[activator],-10,-3,-24,-4%,79%[activator]
O=C(O)C1CCCCC1C(=O)NCc1ccc(F)cc1 (stereo not drawn),1%,16%,-19,-3,25,-7%,-10%
O=C(C1=C[C@H](C2CCCCC2)C[C@H](OCc2ccc(CO)cc2)O1)N1CCOCC1,9%,4%,13,1,?,7%,158%[activator]
CCN(C(=O)c1ccc2c(SCC(=O)O)c3c(nc2c1)CCC3)c1cc(Cl)ccc1OC,.,1%,-5,-6,-35,0%,-13%
FC(F)(F)c1ccc(Cl)c(NC(=S)N/N=C/c2ccccc2Cl)c1,3%,85%[activator],-5,-5,79,3%,-42%
O=C(CNC(=O)c1ccco1)Nc1ccc(Cl)cc1,1%,-4%,34*,27*,.,-3%,-32%
CC(C)n1cnc2c(Nc3ccc(F)c(Cl)c3)nc(NCCO)nc21,-3%,-12%,15,-2,-23,?,0%
CCCSc1nc2c(c(=O)n(C)c(=O)n2C)n1C,-2%,0%,11,-4,?,-13%,-9%
C=CCOc1ccc(C2CC(C)=NN2c2ccccc2)cc1 (stereo not drawn),0%,-8%,24,-1,-29,-6%,-29%
CC(=O)NCCn1c(SCC(=O)NC2CCCCC2)nc2ccccc2c1=O,2%,-3%,-3,-2,-17,-2%,-15%
COc1cccc(/C=N/n2cnnc2)c1OCc1ccccc1,3%,7%,26,-1,?,-1%,-12%
COc1cc(OC)c(OC)cc1/C=N/NC(=O)CCc1c(C)n[nH]c1C,0%,31%[activator],-13,-4,16,-16%,-8%
O=C(CCCCCNC(=O)N1CCn2c1nc1ccccc12)N[C@H](Cc1ccccc1)C(=O)O,-7%,-11%,-11,-3,26,?,-11%
Cc1ccc(S(=O)(=O)N2c3ccccc3OCC2C(C)(C)C)cc1 (stereo not drawn),-4%,-11%,-3,-2,-14,-4%,-40%
CC(C)(C)c1ccc(NC(=O)COC(=O)c2ccc(NS(=O)(=O)c3ccc(F)c(F)c3)cc2)cc1,-7%,-5%,-7,-2,-18,?,-38%
Cc1ccccc1NC(=O)C1CC(=O)OC12CCOC(C)(C)C2 (stereo not drawn),1%,15%,2,7,-28,11%,0%
CCCOc1ccc(C(=O)NC2CCSc3ccccc32)cc1 (stereo not drawn),-7%,1%,26,16,.,-3%,-27%
Cc1cccc(C)c1NC(=O)N1CCC(n2c(=O)[nH]c3ccccc32)CC1,-1%,-5%,-10,-4,?,-5%,-14%
CC[C@]12c3[nH]c4ccccc4c3CCN1C(=O)C(CC(=O)NCCC1=CCCCC1)C[C@@H]2C(=O)N1CCN(C(=O)c2ccco2)CC1 (stereo partly drawn),.,-13%,.,.,-2,.,319%[activator]
Cc1oc(C(C)(C)C)cc1C(=O)NC(Cc1ccccc1)C(=O)O (stereo not drawn),13%,-5%,21,-2,-77*,0%,1%
Cc1ccccc1NC(NC(=O)OCCn1c([N+](=O)[O-])cnc1C)C(Cl)(Cl)Cl (stereo not drawn),-5%,-4%,-7,3,13,-11%,8%
Cn1cc([N+](=O)[O-])c(C(=O)NCC(=O)O)n1,6%,19%,-20,2,-8,-8%,-1%
Nc1nc(-c2c[nH]c3ccccc23)cs1,-23%,?,44,17,39,?,-28%
CCC1(CC)C(=O)NC(=NCCc2c[nH]c3ccccc23)NC1=O,1%,24%,3,-1,82,4%,-33%
CCOc1ccc(OCC)c(NC(=O)C2CCN(c3cnccn3)CC2)c1,.,-5%,0,2,?,8%&10%,38%

# Next part:
SMILES,Giardia FBPA inh,AMA1-RON2 inh,Shiga inhibitor,CHX counter,HCMV inh,AmpC detergent,AmpC no deterg
COc1cc(/C=C2\N=C3CCCCCN3C2=O)ccc1O,-1%,-3%,114*,30*,137,-10%,-15%
COc1ccc(/C=C(\C#N)C(=O)OCC(=O)NCc2ccc(Cl)cc2)cc1,-1%,.,-3,-3,.,-1%,-29%
CC(=O)Nc1ccc(NC(=O)C(C)Oc2ccccc2C(=O)NCc2ccccc2)cc1 (stereo not drawn),.,3%,.,.,-22,?,?
CN(C)/C=C(/C(=O)c1ccccc1)n1cncn1,4%,14%,-11,-2,-28,?,-18%
O=C(Nc1ccccc1)N(C1=NCCCCS1)c1cccc2ccccc12,-5%,-10%,76,46*,31,-2%,-29%
CNc1nnc(-c2cccc(N(C)C)c2)s1,-30%,-13%,122*,46*,41,0%,-6%
COc1ccc(C(=O)Nc2nnc(C3=COCCO3)o2)cc1OC,.,-19%,2,-1,-1,0%,-5%
CCc1ccc(Nc2ncccc2C#N)cc1,1%,8%,25,28*,15,-2%,-23%
Cc1ccccc1CN1CCN(S(=O)(=O)c2ccc(Cl)s2)CC1,.,-14%,16,-3,-5,10%,-40%

# Two of the compounds above, as tab-separated lines.
SMILES	Giardia FBPA inh	AMA1-RON2 inh	Shiga inhibitor	CHX counter	HCMV inh	AmpC detergent	AmpC no deterg
O=C(Cn1nnc2ccccc2c1=O)NCc1ccco1	-6%	3%	-4	-3	4	-10%	-16%
CC1Cc2ccccc2N1C(=S)NC(=O)c1ccco1 (stereo not drawn)	?	24%	23	6	25	-16%	-22%

# Compounds listed so far that contain an NH in an aromatic ring (nine):
SMILES,Giardia FBPA inh,AMA1-RON2 inh,Shiga inhibitor,CHX counter,HCMV inh,AmpC detergent,AmpC no deterg
Cc1[nH]c(SCC(=O)Nc2cc(S(C)(=O)=O)ccc2Cl)nc1Cc1ccccc1,.,-11%,.,.,-18,3%,-10%
COc1ccc(CNCCc2c[nH]c3ccccc23)c(OC)c1C,?,?,3,-7,19,6%,13%
O=C(CSc1n[nH]c(-c2cccnc2)n1)Nc1ccc([N+](=O)[O-])cc1,?,-10%,-8,-7,11,7%,-37%
COc1cc(NC(=O)c2ccco2)c(OC)cc1NC(=O)CSc1ncc(-c2ccc(F)cc2)[nH]1,1%,13%,18,-1,4,1%,-10%
COc1cc(OC)c(OC)cc1/C=N/NC(=O)CCc1c(C)n[nH]c1C,0%,31%[activator],-13,-4,16,-16%,-8%
Cc1cccc(C)c1NC(=O)N1CCC(n2c(=O)[nH]c3ccccc32)CC1,-1%,-5%,-10,-4,?,-5%,-14%
CC[C@]12c3[nH]c4ccccc4c3CCN1C(=O)C(CC(=O)NCCC1=CCCCC1)C[C@@H]2C(=O)N1CCN(C(=O)c2ccco2)CC1 (stereo partly drawn),.,-13%,.,.,-2,.,319%[activator]
Nc1nc(-c2c[nH]c3ccccc23)cs1,-23%,?,44,17,39,?,-28%
CCC1(CC)C(=O)NC(=NCCc2c[nH]c3ccccc23)NC1=O,1%,24%,3,-1,82,4%,-33%

# Quoted from the listing.
# COc1ccc(/C=C(\C#N)C(=O)OCC(=O)NCc2ccc(Cl)cc2)cc1 | Shiga inhibitor: -3
# CC(=O)Nc1ccc(NC(=O)C(C)Oc2ccccc2C(=O)NCc2ccccc2)cc1 (stereo not drawn) | AMA1-RON2 inh: 3%
# CNc1nnc(-c2cccc(N(C)C)c2)s1 | AmpC detergent: 0%
